Bioassay records as filed in PubChem BioAssay.
MOR-DOR ag = agonists of OPRM1-OPRD1 heterodimerization, primary screen, cell-based, luminescence; Mu-type opioid receptor (Homo sapiens) + Delta-type opioid receptor (Homo sapiens), …; actives 0.3% (n = 340,000); AID 504326, 2011; activation, % at 9.3 µM; cells; in the data active = activation above about 18%;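 also: 0% = vehicle-treated cells and 100% = reference agonist; values of inactives mirror those of a sister screen read the other way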
HTR5A inv ag = HTR5A inverse agonists in luminescence cell assay, primary screen, counter-screen for OPRM1-OPRD1 heterodimer inverse agonist project, full-deck HTS | inhibition, % at 9.3 µM | 5-hydroxytryptamine receptor 5A (Homo sapiens), P47898 | HTR5A cell line, inverse agonism | AID 504634, 2011 | actives 0.083% (n = 340,000); in the data active = inhibition mostly above about 23%, no sharp cut-off; inactive = mostly below about 18%;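 also: 0% = cells with DMSO and 100% = no-cell wells with DMSO; some compounds called inactive have numbers as strong as hits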
AddAB inh = growth inhibition of E. coli expressing H. pylori AddAB, primary screen, AddAB inhibitor project, absorbance. inhibition, % at 11.9 µM. actives 0.29% (n = 330,000); in the data active = inhibition above about 12%;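 also: 0% = vehicle wells of infected cells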
HTR5A ag = HTR5A agonists in luminescence cell assay, primary screen, counter-screen for OPRM1-OPRD1 heterodimer agonist project, full-deck HTS; 5-hydroxytryptamine receptor 5A (Homo sapiens), P47898; cell-based; AID 504692, 2011; actives 0.61% (n = 340,000); activation, % at 9.3 µM; in the data active = activation mostly above about 9.5%, no sharp cut-off; inactive = mostly below about 7.6%;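 also: 0% = cells with vehicle only and 100% = reference agonist; strong numbers were not always called active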
E coli growth = E. coli V3065 growth inhibition, primary screen, counter-screen for AddAB inhibitor project, absorbance, OD600 | actives 0.27% (n = 330,000) | inhibition, % at 11.9 µM | 18 h;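 active = inhibition above the campaign's mean inhibition across all tested compounds plus 3 SD, cut at about 9.9% in these data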;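 also: uninfected addAB+ strain grown without phage in ampicillin broth; 0% = DMSO wells and 100% = ciprofloxacin 0.95 µg/ml wells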
SUMO Mot1 rescue = yeast Mot1-301 growth rescue at high temperature, primary screen, SUMOylation pathway inhibitor project, S. cerevisiae, ATP luminescence, 38.5C; AID 2716, 2010; growth rescue, % at 18.8 µM; actives 1% (n = 320,000); S. cerevisiae Mot1-301 growth rescue; percent above DMSO median, 100 means doubled;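 active = every valid replicate shows activation above 250% relative to neutral control wells; inactive = the rest, any valid replicate at or below 250%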;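 also: OY570 slx delta 5 strain wells were the positive control but not used for scaling; some compounds called inactive have numbers as strong as hits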
DSG3 Ab inh = inhibitors of pemphigus antibody binding to DSG3, primary screen, biochemical, bead-based, flow cytometry, scFv-GFP; AID 588358, 2011; Desmoglein-3 (Homo sapiens), P32926; DSG3-coupled beads, scFv-anti-DSG3-GFP binding; active compounds read low; actives 0.48% (n = 310,000); binding (percent of control), % at 10 µM;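 active = binding more than 3 SD below its plate's average and above zero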;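 also: hits lower antibody fragment binding to DSG3; some compounds called inactive have numbers as strong as hits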
Target sequence (P32926 whole entry, looked up, the tested form may be a part): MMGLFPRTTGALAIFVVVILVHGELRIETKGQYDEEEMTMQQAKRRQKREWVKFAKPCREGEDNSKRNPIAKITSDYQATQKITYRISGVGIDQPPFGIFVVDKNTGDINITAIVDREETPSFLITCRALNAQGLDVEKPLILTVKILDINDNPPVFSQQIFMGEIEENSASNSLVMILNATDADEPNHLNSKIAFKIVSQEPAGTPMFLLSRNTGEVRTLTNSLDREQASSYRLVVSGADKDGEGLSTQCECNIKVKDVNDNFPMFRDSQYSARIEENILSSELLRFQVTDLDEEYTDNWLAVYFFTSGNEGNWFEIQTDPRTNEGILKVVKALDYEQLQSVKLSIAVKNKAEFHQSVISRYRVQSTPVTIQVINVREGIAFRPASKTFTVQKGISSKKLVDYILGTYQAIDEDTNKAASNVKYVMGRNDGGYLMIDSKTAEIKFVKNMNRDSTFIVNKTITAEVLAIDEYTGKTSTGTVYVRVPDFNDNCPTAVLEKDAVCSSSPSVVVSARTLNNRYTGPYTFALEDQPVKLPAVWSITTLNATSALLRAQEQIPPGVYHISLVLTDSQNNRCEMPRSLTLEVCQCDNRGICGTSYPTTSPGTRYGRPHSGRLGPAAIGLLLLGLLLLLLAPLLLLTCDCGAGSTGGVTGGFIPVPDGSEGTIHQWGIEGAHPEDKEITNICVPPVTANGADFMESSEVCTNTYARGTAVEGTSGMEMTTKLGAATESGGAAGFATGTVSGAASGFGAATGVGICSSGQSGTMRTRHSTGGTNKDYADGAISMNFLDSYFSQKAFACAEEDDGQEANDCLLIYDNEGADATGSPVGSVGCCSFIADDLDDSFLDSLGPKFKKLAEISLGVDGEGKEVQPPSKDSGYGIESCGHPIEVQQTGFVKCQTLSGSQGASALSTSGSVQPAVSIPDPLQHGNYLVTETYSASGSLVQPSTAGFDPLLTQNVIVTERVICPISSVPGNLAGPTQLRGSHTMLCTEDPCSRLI
PKA-R1A act = activators of PKA-R1A holoenzyme, primary screen, biochemical, fluorescence polarization, Cy5-IP20, bovine R1A, mouse PKAc | cAMP-dependent protein kinase type I-alpha regulatory subunit (Bos taurus) + … | AID 504707, 2011 | PKA-R1A dissociation; scaled: DMSO 0%, 113 µM cGMP 100% | actives 0.083% (n = 340,000) | activation, % at 11.4 µM;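 active = percent activation above the mean of all tested compounds plus 3 SD, cut at about 19% in these data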;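 also: higher means more PKAc released from R1A so a rise in polarization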
phage Ecoli inh = growth loss of phage-infected E. coli, primary screen, RecBCD inhibitor project, absorbance, with phage, HTS; inhibition, % at 11.9 µM; actives 0.26% (n = 360,000); in the data active = inhibition above about 11%
PfHsp90 yeast 2 = growth inhibition of PfHsp90-expressing yeast, primary screen, antimalarial PfHsp90 inhibitor project, S. cerevisiae, BacTiter-Glo luminescence, single point, set 2; BacTiter-Glo ATP, 48 h; yeast lacking PDR1 and PDR3 efflux regulators; inhibition, % at 9.4 µM; actives 0.32% (n = 310,000); AID 504621, 2011;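 active = every replicate shows inhibition above about 80%, whatever the replicate mean, limit read from the data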;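 also: 0% = DMSO neutral controls and 100% = 20 µM radicicol positive controls; yeast relying on Plasmodium falciparum Hsp90 in place of its own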
MOR-DOR inv ag = inverse agonists of MOR-DOR heterodimerization, primary screen, cell-based, luminescence | cell-based MOR-DOR heterodimer luminescence, inverse agonism | actives 0.21% (n = 340,000) | Mu-type opioid receptor (Homo sapiens) + Delta-type opioid receptor (Homo sapiens), … | inhibition, % at 9.3 µM; in the data active = inhibition above about 22%, passing the limit was not always enough;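 also: 0% = cells with DMSO and 100% = wells without cells with DMSO; values of inactives mirror those of a sister screen read the other way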
An asterisk follows results filed as active; nt = not tested or not shown.

Letters: A = MOR-DOR ag; B = HTR5A inv ag; C = AddAB inh; D = HTR5A ag; E = E coli growth; F = SUMO Mot1 rescue; G = DSG3 Ab inh; H = PKA-R1A act; I = phage Ecoli inh; J = PfHsp90 yeast 2; K = MOR-DOR inv ag
> N#Cc1nc(-c2cccs2)oc1NCc1ccc(Cl)cc1
  A: 1.3 | B: -7.1 | C: 3.2 | D: 2.8 | E: 2.3 | F: 9.7 | G: 98.1 | H: -9.7 | I: 4.7 | J: 10.5 | K: -6.5
> COc1cc2ccccc2cc1C(=O)NC(=S)Nc1cccc(C(=O)O)c1C
  A: -1.9 | B: -17.1 | C: 0.6 | D: 2.0 | E: 0.5 | F: -12.8 | G: 85.0 | H: -5.5 | I: 1.8 | J: -20.3 | K: 9.9
> COc1ccc(OC)c(NC(=O)c2cc(-c3cc(C)ccc3O)n[nH]2)c1
  A: 15.6 | B: -26.4 | C: nt | D: 6.7 | E: nt | F: 13.1 | G: 105.6 | H: -3.0 | I: 0.9 | J: -2.6 | K: -86.2
> COc1cccc(NC(=O)C2CCN(S(=O)(=O)c3ccc4c(c3)CC(C)N4C(C)=O)CC2)c1 (stereo not given)
  A: -1.8 | B: -2.6 | C: 3.0 | D: -2.1 | E: 0.4 | F: 2.9 | G: nt | H: 1.3 | I: -0.2 | J: -16.4 | K: 9.2
> CCOC(=O)c1c(NC(=O)COC(=O)c2nc(Cl)ccc2Cl)sc(C(=O)N(C)C)c1C
  A: -0.3 | B: -2.7 | C: 0.5 | D: 1.1 | E: 0.9 | F: -1.8 | G: 111.3 | H: 1.4 | I: 5.9 | J: -56.0 | K: 1.6
> COc1ccc(C2C3=C(CCCC3=O)Nc3ccc4ncccc4c32)cc1OC (stereo not given)
  A: -0.9 | B: -6.3 | C: -0.9 | D: 2.3 | E: -0.5 | F: 13.5 | G: 120.7 | H: -5.7 | I: 1.1 | J: nt | K: 4.3
> O=C(C1CCN(S(=O)(=O)c2cc(Cl)ccc2Cl)CC1)N1CCCC1
  A: 0.8 | B: -3.7 | C: 1.0 | D: -7.6 | E: -0.6 | F: -4.5 | G: 108.5 | H: 5.8 | I: 3.1 | J: -9.9 | K: -5.1
> NC(=O)c1ccc(NC(=O)c2cccc3c2OCCCO3)cc1
  A: nt | B: nt | C: -1.6 | D: nt | E: -2.1 | F: 30.3 | G: 88.9 | H: nt | I: 2.4 | J: -4.8 | K: nt
> CC1(C)C(=O)Nc2ccccc2N1C(=O)COC(=O)COc1ccc(C#N)cc1
  A: 1.1 | B: -1.3 | C: 2.9 | D: 0.5 | E: -1.8 | F: 151.7 | G: 109.3 | H: -4.7 | I: 0.4 | J: 4.4 | K: -4.4
> Cc1c(C(=O)NCc2cccnc2)sc2nc(-c3ccc(F)cc3)cn12
  A: 1.7 | B: -16.2 | C: 2.0 | D: 0.5 | E: 0.1 | F: 12.5 | G: 115.5 | H: -3.5 | I: 3.6 | J: -8.5 | K: -9.3
> CC[C@@H](C)[C@H](NC(=O)C1CCN(C(=O)[C@@H](NS(=O)(=O)c2ccc(C)cc2)C(C)C)CC1)C(=O)O
  A: -2.1 | B: -28.0 | C: 0.2 | D: 10.0 | E: -1.3 | F: -27.1 | G: 107.3 | H: -4.8 | I: 1.4 | J: -5.6 | K: 11.3
> C=CCOc1ccc(C2C(C#N)=C(N)N(Nc3ccccc3)C3=C2C(=O)CCC3)cc1OC (stereo not given)
  A: -0.5 | B: -33.5 | C: 1.4 | D: -0.5 | E: -3.1 | F: nt | G: 107.1 | H: -10.8 | I: 1.3 | J: -3.3 | K: 2.8
> COc1ccc(NC(=O)c2ccc(NC(=O)C3CC3)cc2)cc1
  A: -1.2 | B: 10.6 | C: -1.3 | D: -2.1 | E: 0.5 | F: -4.4 | G: 98.7 | H: 6.5 | I: 1.0 | J: 9.0 | K: 6.4
> O=C(CCl)N(c1ccccc1)C1CCS(=O)(=O)C1 (stereo not given)
  A: -0.9 | B: 8.6 | C: 3.3 | D: -2.5 | E: -0.8 | F: -16.2 | G: 103.4 | H: 3.6 | I: 1.6 | J: 8.5 | K: 5.0
> O=C1CCN(Cc2ccccc2)S(=O)(=O)c2ccc(F)cc21
  A: -2.1 | B: 4.1 | C: 3.9 | D: -1.5 | E: 0.5 | F: -10.8 | G: 107.2 | H: -0.3 | I: 3.5 | J: -3.2 | K: 12.0
> CSc1cccc(NC(=O)CCCOc2ccccc2)c1
  A: -0.6 | B: 19.8 | C: -2.1 | D: -1.0 | E: -2.3 | F: 1.5 | G: 79.6 | H: -8.4 | I: 3.5 | J: 12.0 | K: 2.9
> COc1cc(/C=C(\C#N)C(=O)NC2CCCCC2)ccc1OCc1ccc(C(=O)O)cc1
  A: -0.7 | B: 7.5 | C: -1.6 | D: -2.9 | E: -3.1 | F: -5.8 | G: 97.7 | H: 1.6 | I: 3.3 | J: -15.5 | K: 3.5
> CCC1=C(OC(=O)N(CC)CC)N2C(=O)OC(=NCc3ccccc3)[C@]2(C)[C@H]2C1=CC[C@H]1C(=O)N(c3ccccc3)C(=O)[C@H]12
  A: 0.2 | B: -2.1 | C: 1.9 | D: 5.4 | E: -1.5 | F: 19.1 | G: 99.0 | H: 8.7 | I: 0.9 | J: 6.0 | K: -1.2
> Cc1ccccc1-n1nc(C)c2cc(C(=O)NCc3cccnc3)sc21
  A: -1.9 | B: 14.9 | C: -0.9 | D: 1.9 | E: 0.4 | F: 15.3 | G: 97.2 | H: -11.8 | I: -1.0 | J: nt | K: 9.9
> COc1ccc(NC(=O)CN(C)Cc2c(F)cccc2Cl)cc1S(=O)(=O)N1CCCCC1
  A: -0.5 | B: -0.8 | C: 0.0 | D: 0.3 | E: 1.9 | F: 3.3 | G: 97.4 | H: 0.6 | I: 0.0 | J: -1.5 | K: 2.8
> O=c1[nH]c(CSc2nc3ccccc3o2)nc2c1cnn2-c1ccccc1
  A: 3.4 | B: -11.8 | C: 1.2 | D: 4.8 | E: 0.2 | F: -16.6 | G: 98.3 | H: -15.8 | I: 1.6 | J: 7.1 | K: -16.3
> Cc1ccccc1CC1(CO)CCCN(C(=O)CCCN2CCCCC2=O)C1 (stereo not given)
  A: 0.5 | B: -14.8 | C: 4.3 | D: 5.4 | E: 1.8 | F: -22.8 | G: 119.5 | H: -3.4 | I: 0.1 | J: nt | K: -2.6
> Cc1ccc(NC2=CC(=O)CC(C)(C)C2)cc1F
  A: -0.4 | B: -4.6 | C: -0.3 | D: 1.3 | E: 3.4 | F: 651.9 | G: 110.2 | H: 10.5 | I: 0.1 | J: -19.0 | K: 1.9
> CC(C)n1c(/C=C/c2ccccc2)nc2ccccc21
  A: -0.3 | B: -16.2 | C: 0.0 | D: 6.5 | E: -0.8 | F: 472.1 | G: 100.4 | H: 0.1 | I: 0.9 | J: 6.2 | K: 1.8

Not a retest: entries from further up.
Letters: A = MOR-DOR ag; B = HTR5A inv ag; C = AddAB inh; D = HTR5A ag; E = E coli growth; F = SUMO Mot1 rescue; G = DSG3 Ab inh; H = PKA-R1A act; I = phage Ecoli inh; J = PfHsp90 yeast 2; K = MOR-DOR inv ag
> N#Cc1nc(-c2cccs2)oc1NCc1ccc(Cl)cc1
  A: 1.3 | B: -7.1 | C: 3.2 | D: 2.8 | E: 2.3 | F: 9.7 | G: 98.1 | H: -9.7 | I: 4.7 | J: 10.5 | K: -6.5
> COc1cc2ccccc2cc1C(=O)NC(=S)Nc1cccc(C(=O)O)c1C
  A: -1.9 | B: -17.1 | C: 0.6 | D: 2.0 | E: 0.5 | F: -12.8 | G: 85.0 | H: -5.5 | I: 1.8 | J: -20.3 | K: 9.9
> COc1ccc(OC)c(NC(=O)c2cc(-c3cc(C)ccc3O)n[nH]2)c1
  A: 15.6 | B: -26.4 | C: nt | D: 6.7 | E: nt | F: 13.1 | G: 105.6 | H: -3.0 | I: 0.9 | J: -2.6 | K: -86.2
> COc1cccc(NC(=O)C2CCN(S(=O)(=O)c3ccc4c(c3)CC(C)N4C(C)=O)CC2)c1 (stereo not given)
  A: -1.8 | B: -2.6 | C: 3.0 | D: -2.1 | E: 0.4 | F: 2.9 | G: nt | H: 1.3 | I: -0.2 | J: -16.4 | K: 9.2
> CCOC(=O)c1c(NC(=O)COC(=O)c2nc(Cl)ccc2Cl)sc(C(=O)N(C)C)c1C
  A: -0.3 | B: -2.7 | C: 0.5 | D: 1.1 | E: 0.9 | F: -1.8 | G: 111.3 | H: 1.4 | I: 5.9 | J: -56.0 | K: 1.6
> COc1ccc(C2C3=C(CCCC3=O)Nc3ccc4ncccc4c32)cc1OC (stereo not given)
  A: -0.9 | B: -6.3 | C: -0.9 | D: 2.3 | E: -0.5 | F: 13.5 | G: 120.7 | H: -5.7 | I: 1.1 | J: nt | K: 4.3
> O=C(C1CCN(S(=O)(=O)c2cc(Cl)ccc2Cl)CC1)N1CCCC1
  A: 0.8 | B: -3.7 | C: 1.0 | D: -7.6 | E: -0.6 | F: -4.5 | G: 108.5 | H: 5.8 | I: 3.1 | J: -9.9 | K: -5.1
> NC(=O)c1ccc(NC(=O)c2cccc3c2OCCCO3)cc1
  A: nt | B: nt | C: -1.6 | D: nt | E: -2.1 | F: 30.3 | G: 88.9 | H: nt | I: 2.4 | J: -4.8 | K: nt
> CC1(C)C(=O)Nc2ccccc2N1C(=O)COC(=O)COc1ccc(C#N)cc1
  A: 1.1 | B: -1.3 | C: 2.9 | D: 0.5 | E: -1.8 | F: 151.7 | G: 109.3 | H: -4.7 | I: 0.4 | J: 4.4 | K: -4.4
